NadD block: NadD (S. aureus) enzyme inhibition; purified NadD enzyme, colorimetric absorbance read-out; inhibition, % at 20 µM; 360,000 tested, 0.78% active; AID 602399; in the data active means inhibition above about 26%; further: some compounds past the cut are filed as inactive
SUMO1 PPI mod: SUMO1-SIM interaction modulation; AID 602429; 360,000 tested, 0.33% active; inhibition, % at 20 µM; SUMO1 binding to a labelled peptide, TR-FRET, 1 h; P63165; in the data active means inhibition above about 37%
Target sequence (P63165 whole entry, looked up): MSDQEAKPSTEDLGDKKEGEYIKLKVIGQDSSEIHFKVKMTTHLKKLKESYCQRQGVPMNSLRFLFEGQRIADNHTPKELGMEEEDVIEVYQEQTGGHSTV
Scp-1 inhibitor: Scp-1 (human) phosphatase inhibition; Q9GZU7; 340,000 tested, 0.88% active; inhibition, % at 20 µM; Recombinant Scp1, phosphopeptide, malachite green phosphate absorbance; AID 493091;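 active means inhibition above about 50% at 20 µM, limit read from the data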;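 further: plate controls were DMSO wells with enzyme for no effect and wells lacking enzyme for full effect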
Target sequence (Q9GZU7 76-261 limits assumed): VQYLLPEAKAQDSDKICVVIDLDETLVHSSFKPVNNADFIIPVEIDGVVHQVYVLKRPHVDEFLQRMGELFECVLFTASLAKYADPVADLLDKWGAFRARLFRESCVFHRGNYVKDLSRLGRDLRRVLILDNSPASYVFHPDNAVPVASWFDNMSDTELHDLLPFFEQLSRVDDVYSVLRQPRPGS
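Test system: SCP-1 phosphatase catalytic domain, residues 76-261 | Compound dosing: One concentration, 20 µM, with 1.0% DMSO | Schedule: 45 min room-temperature reaction, 5 min colour, 30 min stabiliser | Detection: Absorbance at 630 nm | Read-out basis: % inhibition of SCP-1 phosphate liberation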
DNMT1 inh: DNMT1 (human) enzyme inhibition; P26358; DNMT1 molecular beacon, Hinp1I cleavage, fluorescence; inhibition (reported as % activation of signal), % at 10 µM; 360,000 tested, 0.83% active; AID 588458; in the data active means inhibition above about 50%
STEP inh: inhibitors of human striatal-enriched phosphatase STEP. P54829. recombinant STEP, OMFP fluorogenic substrate, fluorescence. inhibition, % at 20 µM. 360,000 tested, 0.25% active. AID 588621;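 active means inhibition at 20 µM, scaled per plate between control wells, above about 37%, limit read from the data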;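 further: 0% = DMSO with enzyme and substrate and 100% = substrate only without enzyme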
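Assay system: isolated STEP enzyme / Timing: 20 min at room temperature, dark / Doses: 20 µM, 1% DMSO / Technique: fluorescence intensity, excitation 480 nm, emission 540 nm / Reagent: fluorogenic phosphatase substrate OMFP at 25 µM final / Measure: percent inhibition scaled to no-enzyme and uninhibited-enzyme controls, plate-pattern corrected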
PABP1 MLLE inh: inhibitors of microRNA-mediated deadenylation, human PABP1 MLLE binding | P11940 | GST-MLLE / FITC-PAM2 fluorescence polarization | inhibition, % at 20 µM | 360,000 tested, 0.36% active | AID 588489; in the data active means inhibition above about 35%, passing the limit was not always enough;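 further: plate controls were DMSO wells with GST-MLLE for no effect and wells lacking GST-MLLE protein for full effect; some results filed as inactive read as strong as hits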
LMPTP block: blocks human LMPTP phosphatase. 360,000 tested, 0.22% active. inhibition, % at 20 µM. P24666. recombinant LMPTP-A, OMFP fluorogenic substrate, fluorescence intensity. AID 651560;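 active means compounds that cut the enzyme signal by at least half of the control window in the single-dose screen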;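 further: plate controls were DMSO wells with enzyme plus substrate for no effect and substrate without enzyme for full effect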
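test system = LMPTP-A | amount = 0.625 nM LMPTP-A final | reagent = fluorogenic phosphatase substrate OMFP at 400 µM final | incubation = 50 min at room temperature | benchmarks = no-enzyme low control, uninhibited high control | medium = Bis-Tris pH 6.0, DTT, detergent | signal = fluorescence intensity of OMFP turnover product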
Rpn11 block: Rpn11 (human) deubiquitinase inhibition | calls only at 20 µM | 360,000 tested, 0.59% active | O00487 | AID 588493 | human 26S proteasome, Ub4-pepOG fluorescence polarization; 20S core pre-blocked with epoxomicin;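 active means inhibition at 20 µM, scaled to each plate's controls, above about 33%, limit read from the data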
Target sequence (O00487 whole entry, looked up): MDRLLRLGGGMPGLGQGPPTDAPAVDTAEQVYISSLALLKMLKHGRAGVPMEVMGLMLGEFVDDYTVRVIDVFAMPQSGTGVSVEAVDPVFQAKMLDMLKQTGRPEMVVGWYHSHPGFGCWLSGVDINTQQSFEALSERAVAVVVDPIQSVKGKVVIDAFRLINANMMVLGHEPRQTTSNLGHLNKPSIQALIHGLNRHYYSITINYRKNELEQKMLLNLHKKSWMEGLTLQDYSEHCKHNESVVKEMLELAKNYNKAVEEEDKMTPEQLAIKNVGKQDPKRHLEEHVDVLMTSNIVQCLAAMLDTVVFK
CSN inh: CSN deneddylation inhibition; inhibition, % at 12.5 µM; AID 651999; 360,000 tested, 0.38% active; Q92905; Purified CSN, SCF-Nedd8-OG deneddylation, fluorescence polarization;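 active means pattern-corrected inhibition above about 35%, with an unprinted fluorescence ratio check between 0.5 and 1.5, limit read from the data, passing the limit was not always enough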;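 further: 0% = enzyme with substrate and 100% = substrate without enzyme; some results filed as inactive read as strong as hits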
Target sequence (Q92905 whole entry, looked up, one chain of several): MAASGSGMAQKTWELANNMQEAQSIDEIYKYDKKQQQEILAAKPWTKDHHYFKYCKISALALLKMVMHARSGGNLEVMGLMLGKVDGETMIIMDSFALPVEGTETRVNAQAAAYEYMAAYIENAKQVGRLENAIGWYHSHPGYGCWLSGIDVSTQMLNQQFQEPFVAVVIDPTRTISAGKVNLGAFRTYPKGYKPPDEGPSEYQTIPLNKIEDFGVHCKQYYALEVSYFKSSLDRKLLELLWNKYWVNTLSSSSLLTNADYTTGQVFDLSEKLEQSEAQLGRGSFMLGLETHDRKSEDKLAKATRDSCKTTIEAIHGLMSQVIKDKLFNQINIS
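assay system = purified human Csn5 enzyme expressed in HEK293T cells | amount = 0.24 nM enzyme | buffer or medium = Tris/NaCl/DTT buffer, pH 7.5 | reagent = 10 nM SCFSkp2-Nedd8OG | compound = one concentration, 12.5 µM, 0.25% DMSO | times = 90 min reaction at room temperature | signal = FP | read-out basis = % inhibition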
TbMetRS inhib: Trypanosoma brucei MetRS inhibition; purified T. brucei MetRS, ATP depletion, Kinase-Glo luminescence; inhibition, % at 11.9 µM; 360,000 tested, 0.4% active; AID 624268;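 active means inhibition above a per-plate cutoff of the control wells' mean inhibition plus 3 SD, cut at about 5.5% in these data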;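 further: 0% = DMSO wells median and 100% = median of wells with control inhibitor compound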
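technique = Kinase-Glo luminescence, ATP depletion format | system = purified MetRS (methionyl-tRNA synthetase) enzyme from Trypanosoma brucei | timing = 15 min preincubation, 2 h reaction, all 25 °C | evaluation = percent inhibition versus plate control medians | dosing = single dose, 11.9 µM final nominal, 0.9% final DMSO | also added = substrates ATP, L-methionine and bulk Escherichia coli tRNA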
Numbers without * were called inactive; i = inactive; x = not tested or not shown.

SMILES	NadD block	SUMO1 PPI mod	Scp-1 inhibitor	DNMT1 inh	STEP inh	PABP1 MLLE inh	LMPTP block	Rpn11 block	CSN inh	TbMetRS inhib
CC(C)c1nnc(-c2ccc(Cl)cc2)c(N(C)C)n1	-3	-4	-7	0	-1	-7	-1.2	i	-1	-0.9
Cc1cc(OCC(=O)N2CCOCC2)cc2oc(=O)c3ccccc3c12	5	5	1	5	0	7	-0.7	i	0	-0.4
S=C1NCCc2ccccc2C1c1ccccc1 (stereo not drawn)	3	2	-5	-5	1	26	1.7	i	5	0.1
CC(CNC(=O)COc1ccccc1)OC(=O)Nc1cccc(Cl)c1 (stereo not drawn)	-8	-2	-11	-3	-2	15	-0.4	i	-1	0.9
CCOc1cc(/C=C2/NC(=O)N(CC(=O)OC)C2=O)ccc1OC	0	-21	-9	3	-2	3	-0.8	i	-1	-0.6
O=C(O)CCS(=O)(=O)Cc1ccccc1Cl	-1	-2	-9	-3	-7	3	-2.6	i	4	-0.1
CCCCCc1cc(=O)oc2c(C(CCN(CC)CC)c3cc(OC)c(OC)c(OC)c3)c(OC)cc(OC)c12 (stereo not drawn)	1	-18	6	-2	2	-4	-0.4	i	-2	-0.5
CCOC(=O)C(C)Sc1nc(-c2ccccc2)nc2ccc(F)cc12 (stereo not drawn)	4	-3	-4	5	3	-6	2.0	i	-4	0.5
Cc1c(C)c2ccc(OCC(=O)NCCN3CCOCC3)cc2oc1=O	2	2	-7	-1	0	9	-0.3	i	0	-0.1
CC(C)n1nnnc1C1c2ccccc2C(=O)N1Cc1ccccc1 (stereo not drawn)	-4	-5	x	x	x	x	-0.8	x	-3	-1.0
N#Cc1cccc(OCCCN2CCC(C(O)(c3ccccc3)c3ccccc3)CC2)c1	-4	-12	x	x	x	x	-0.1	x	-2	-1.1
C[C@H](c1ccccc1)N1C[C@H](COCc2ccccc2)Oc2cc(N3CC[C@H](N(C)C)C3)ccc2S1(=O)=O	6	-43	x	x	x	x	-0.3	x	-2	-0.2
CC(=O)c1cccc(NC(=O)C2CC(=O)N(c3ccc4c(c3)OCCO4)C2)c1 (stereo not drawn)	-2	3	-3	0	0	1	-0.6	i	0	0.0
Cc1cc(NC(=O)/C(C#N)=C/c2ccco2)n(-c2ccccc2)n1	-1	-14	-1	0	-3	-1	0.0	i	2	-0.2
O=C(O)/C=C\c1cn(-c2ccccc2)nc1-c1cc2ccccc2o1	-1	-7	-4	-1	2	-5	2.9	i	1	0.0
COc1ccc([C@H]2CC(=O)C=C(c3ccccc3)C2)cc1	-5	-20	-8	0	1	0	1.3	i	-3	-0.1
CCOc1ccc(S(=O)(=O)N2CCCCC2)c(C)c1C	-7	1	-3	0	-4	3	0.9	i	-13	-0.1
O=C(CN1CCN(c2ccccc2O)CC1)Nc1ccnn1C1CCCC1	-3	1	-1	-1	0	-10	1.6	i	-5	-0.3
O=C(CC1SC(N2CCCCC2)=NC1=O)Nc1ccc(C(=O)NCCc2ccc(F)cc2)cc1 (stereo not drawn)	6	2	0	4	2	12	0.3	i	-3	-0.6
Cc1cnc(NC(=O)CSc2ccccc2)s1	-1	-3	-6	2	0	13	-1.6	i	-4	-0.4
CS(=O)(=O)N(CCc1ccccc1)CC(=O)NCc1ccc(Cl)cc1	-7	6	-10	0	2	-5	-1.0	i	-5	-0.2
COC(=O)C(CC(=O)c1ccc(Cl)cc1)c1ccc(C(C)C)cc1 (stereo not drawn)	0	-1	-7	1	4	-8	1.3	i	4	-0.1
C#CCn1c(=NC(=O)CSCC(=O)N2CCOCC2)sc2ccccc21	-3	-2	-1	0	0	20	0.6	i	1	-0.5
Cn1c2ccccc2c2cnn(CC(=O)Nc3ccc(F)cc3F)c(=O)c21	-5	21	-11	21	-1	-4	0.9	i	-5	-0.9
O=C1CCc2cc(S(=O)(=O)NC3CCCCC3)ccc2N1	-7	3	-8	-1	-1	11	-1.3	i	0	0.4
The list continues.
SMILES	NadD block	SUMO1 PPI mod	Scp-1 inhibitor	DNMT1 inh	STEP inh	PABP1 MLLE inh	LMPTP block	Rpn11 block	CSN inh	TbMetRS inhib
Cc1ccc(OCC(=O)c2ccc(Cl)s2)c([N+](=O)[O-])n1	17	4	-2	14	1	-5	10	i	7	0.1
COc1ccc(CNC(=O)N2CCc3ccccc3C2)cc1Cl	-10	-3	-12	0	2	18	2.5	i	6	-0.3
CCNC(=O)COC(=O)c1cc(-c2ccc(OC)cc2)nc2ccccc12	5	-26	-8	1	-6	-12	1.1	i	2	-1.6
Cc1ccc(NC(=O)C2(c3ccccc3)CCOCC2)cc1	-6	0	-3	-2	2	1	-0.8	i	4	-1.7
CC(C)Nc1nc(NCCOc2ccccc2Cl)c2sc(-c3ccccc3)cc2n1	29	0	x	-14	32	-8	5.8	i	-3	-0.4
CCOC(=O)C1=C(C)NC2=C(C(=O)CCC2)C1c1cc(OC)ccc1OC (stereo not drawn)	2	-11	0	2	-1	-1	-0.9	i	0	-0.7
Cc1ccc(OCC(=O)N/N=C/c2c[nH]c3ccccc23)c([N+](=O)[O-])c1	11	0	-5	6	-3	-8	1.7	i	-2	0.6
Cc1noc(C)c1NC(=O)N(C)C[C@@H]1Oc2ncc(Br)cc2C(=O)N([C@H](C)CO)C[C@@H]1C	-5	3	x	7	2	9	-3.1	i	-1	0.7
Cc1ccc(NC(=O)C2CCN(C(=O)c3ccccc3C)CC2)nc1	-3	1	-1	-1	1	4	-1.6	i	-5	-0.4
O=C(C[n+]1cc(-c2ccccc2)n2c1CCC2)OCc1ccccc1	-7	-1	-1	1	-3	8	-2.6	i	-10	-0.4
CCCCN(CC)CCCNC(=O)c1cc2cc3ccc(C)cc3nc2o1	-1	-37	0	0	2	-6	0.8	i	-1	-0.9
CC(CC(=O)Nc1ccc(F)cc1)S(=O)(=O)c1ccc2c(c1)NC(=O)CO2 (stereo not drawn)	3	1	-6	0	1	2	-1.7	i	0	1.2
O=C(COC(=O)c1c(Cl)cccc1Cl)NC1CCCCC1	-1	-3	0	0	3	5	-0.1	i	-4	-0.6
CCNC(=O)CN(c1ccc(CC)cc1)S(C)(=O)=O	-2	0	-7	6	1	6	-0.2	i	2	-0.3
CC1=Nc2cc(C(=O)NCc3ccco3)ccc2Sc2ccc(C)cc21	3	-5	-21	-19	0	-3	1.2	i	2	0.2
Nc1cccc2c(O)cc(S(=O)(=O)O)cc12	11	76*	93*	114*	92*	34	78*	i	29	0.4
N#CC1(NC(=O)COC(=O)Cn2[nH]c(=O)c3ccccc3c2=O)CCCCC1	-5	-2	-5	1	-2	-24	-0.8	i	3	-0.3
CCCc1nnc(NC(=O)CCC(=O)N2CCN(c3ccccn3)CC2)s1	-2	-9	-4	-1	2	-13	0.0	i	0	-0.4
O=C(NC1CCCC1)C1C(c2ccc(C(F)(F)F)cc2)=Nc2ccccc2N1C(=O)c1ccco1 (stereo not drawn)	x	-19	x	x	x	x	1.5	x	-3	-0.7
Cc1cccc2cc3ccccc3nc12	2	-16	-11	11	0	2	0.1	i	3	-0.3
COc1ccc(CCNC(=O)CC2SC(=NCCC(C)C)NC2=O)cc1OC (stereo not drawn)	-2	-1	-5	3	1	-77	-2.1	i	-2	-0.5
Cc1ccc(S(=O)(=O)Cn2nnnc2C(CC(C)C)N2CCN(C(=O)c3ccco3)CC2)cc1 (stereo not drawn)	5	-1	-3	2	1	26	-1.4	i	-15	-0.3
Cc1ccc(NC(=O)CSc2nn(-c3ccc(Cl)cc3)c(=S)s2)cc1S(=O)(=O)N(C)C	10	0	-9	-14	2	-30	3.2	i	2	0.1
CCN1CCc2c(OCC(=O)Nc3cccc(C)c3)cccc2C1=O	-5	-5	-5	-4	-5	-5	0.8	i	2	-0.3
O=C(c1ccc(Cn2ccc([N+](=O)[O-])n2)cc1)N1CCN(Cc2ccccc2)CC1	2	-9	-10	1	-3	-9	-2.0	i	2	-0.3

Record cards, from the list above.
O=C(C[n+]1cc(-c2ccccc2)n2c1CCC2)OCc1ccccc1 in the list: NadD block: -7; SUMO1 PPI mod: -1; Scp-1 inhibitor: -1; DNMT1 inh: 1; STEP inh: -3; PABP1 MLLE inh: 8; LMPTP block: -2.6; Rpn11 block: i; CSN inh: -10; TbMetRS inhib: -0.4
O=C(COC(=O)c1c(Cl)cccc1Cl)NC1CCCCC1 in the list: NadD block: -1; SUMO1 PPI mod: -3; Scp-1 inhibitor: 0; DNMT1 inh: 0; STEP inh: 3; PABP1 MLLE inh: 5; LMPTP block: -0.1; Rpn11 block: i; CSN inh: -4; TbMetRS inhib: -0.6

Continued:
SMILES	NadD block	SUMO1 PPI mod	Scp-1 inhibitor	DNMT1 inh	STEP inh	PABP1 MLLE inh	LMPTP block	Rpn11 block	CSN inh	TbMetRS inhib
Cc1cc(=O)oc2c(C)c(OCC(=O)NCC3CCC(C(=O)O)CC3)ccc12 (stereo not drawn)	-6	8	1	-4	-1	-3	-2.4	i	-1	-0.9
CC(=O)c1cccc(N(CC(=O)Nc2ccc(F)cc2)S(C)(=O)=O)c1	-1	8	-5	1	-2	-6	-1.2	i	0	1.6
CCNC(=O)C1(C)CCCN(C(=O)c2ccc3ccccc3n2)C1 (stereo not drawn)	-2	-3	x	-2	1	-7	-0.2	i	0	-0.1
CCC(CC)=N/N=C/c1c(O)n(CC)c2cc(C3=NNC(=O)CC3)ccc12	3	-3	-9	-11	1	-7	-1.2	i	1	-1.0
OC(COc1ccccc1)CN1CCCCCC1 (stereo not drawn)	1	-1	3	5	0	9	4.1	i	-11	-1.0
COc1ccc(-c2noc(CN(C)C(=O)CCN3C(=O)[C@H]4CC=CC[C@H]4C3=O)n2)cc1	-3	0	0	-1	-1	7	5.1	i	-3	-0.4
Cc1cccc(CSCC(=O)NCc2ccc(S(N)(=O)=O)cc2)c1	0	2	-17	1	3	14	-0.2	i	-8	0.2
Cc1ccc(-c2csc(NC(=O)CCNC(=O)c3ccccc3Cl)n2)cc1	2	2	-3	-1	-2	-2	-1.2	i	3	-0.8
Cc1nc(NC(=O)c2ccco2)sc1C(=O)Nc1ccc(Br)cc1	4	-1	-3	8	-2	-4	1.4	i	3	0.2
CCOc1ccc(NC(=O)c2sc3nc(N4CCOCC4)c4c(c3c2N)CCCC4)cc1	19	2	6	-11	2	21	1.4	i	0	-0.6
O=[N+]([O-])c1cccc(Cl)c1NCCNS(=O)(=O)c1ccccc1	-6	-27	-10	10	2	8	0.5	i	-1	-0.5
